# FXIIa inh 1536 = factor XIIa (human) inhibition | P00748 | inhibition, % at 5 µM | 0.3% of 220,000 active | purified FXIIa, Boc-QGR-AMC fluorogenic substrate, 2 h; in the data active means inhibition above about 40%;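 further: 0% = enzyme with no compound and 100% = blank without enzyme; many of its hits are not listed in these tables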
# 14-3-3 Bad inh = disrupts binding of bovine 14-3-3 zeta to phospho-Bad peptide | TR-FRET 14-3-3zeta/Dy647-pBad peptide displacement, 1 h | inhibition, % at 21.7 µM | P63103 | 0.71% of 220,000 active;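 active means inhibition above about 70%, limit read from the data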;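 further: 0% = full 14-3-3 plus peptide FRET controls and 100% = background without 14-3-3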
# Target sequence (P63103 whole entry, looked up): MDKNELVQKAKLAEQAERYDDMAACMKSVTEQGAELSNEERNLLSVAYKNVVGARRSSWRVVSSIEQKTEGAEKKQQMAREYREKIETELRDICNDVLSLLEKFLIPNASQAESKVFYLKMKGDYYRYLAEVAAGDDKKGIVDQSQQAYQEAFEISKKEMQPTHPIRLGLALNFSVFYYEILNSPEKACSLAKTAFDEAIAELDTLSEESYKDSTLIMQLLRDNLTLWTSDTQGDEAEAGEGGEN
# FXIa inh 1536 = factor XIa (human) inhibition; 0.14% of 220,000 active; P03951; inhibition, % at 5 µM; purified FXIa, Boc-Glu-Ala-Arg-AMC fluorogenic substrate;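 active means inhibition of at least 40%; inactive means inhibition below 40%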;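 further: fluorescence of freed AMC excited at 355 nm; 0% = enzyme without compound and 100% = no enzyme blank; many of its hits are not listed in these tables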
# Mdm2 ligase inh = inhibitors of human Mdm2 E3 ubiquitin ligase | Q00987 | cell-based MDM2 ubiquitination luciferase reporter, 2 h; 0 = plate control, 100 = twice control, blank-subtracted | signal enhancement, % at 5 µM | 0.11% of 210,000 active | AID 1230;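 active means signal enhancement of 30% or more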;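 further: luminescence tracks abundance of the self-degrading MDM2-luciferase fusion protein; higher signal means inhibition of MDM2 E3 ligase activity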
#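 System: stable MDM2–luciferase fusion reporter cells / Input: 2000 cells seeded into each well / Schedule: 4 h settle plus 2 h compound, 37 °C / Compound: single-point 5 µM / Buffer or medium: cells held in DMEM / Benchmarks: control and blank well means / Evaluation: percent signal gain over controls, blank-subtracted / Measured by: luciferase luminescence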
# Rad51 HR inh = blocks human Rad51 in homologous recombination; inhibition, % at 10 µM; Q06609; 0.085% of 200,000 active; hRad51 DNA strand exchange, fluorescence dequenching;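 active means inhibition above 40% at the single screening dose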;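 further: 0% = DMSO control wells and 100% = blanks with heterologous ssDNA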
# Target sequence (Q06609 whole entry, looked up): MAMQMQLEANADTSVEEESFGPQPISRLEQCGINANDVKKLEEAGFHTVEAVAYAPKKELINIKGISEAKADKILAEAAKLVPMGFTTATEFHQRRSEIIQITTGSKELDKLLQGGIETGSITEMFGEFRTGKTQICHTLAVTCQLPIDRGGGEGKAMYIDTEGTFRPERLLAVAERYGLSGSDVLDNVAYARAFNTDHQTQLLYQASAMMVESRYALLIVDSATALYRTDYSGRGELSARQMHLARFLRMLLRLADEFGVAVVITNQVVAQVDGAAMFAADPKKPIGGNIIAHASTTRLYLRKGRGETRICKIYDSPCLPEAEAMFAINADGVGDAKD
#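 material = hRad51 filaments on single-stranded DNA | timing = filaments 15 min 37 °C, then compound 30 min | signal = FRET fluorescence dequenching, excitation 485 nm, emission 520 nm | benchmarks = control wells and blank wells on each plate | evaluation = percent inhibition relative to plate controls and blanks | compound = 10 µM final, single point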
# p97 ATPase inh = inhibitors of human p97 ATPase; inhibition, % at 8 µM; 0.42% of 220,000 active; recombinant p97 ATPase, Kinase-Glo ATP luminescence, 3 h; AID 1481; P55072; in the data active means inhibition above about 15%;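 further: 0% = DMSO vehicle and 100% = wells lacking enzyme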
# eIF4E 4G PPI = blocks eIF4E binding to eIF4G; P63073+Q04637; TR-FRET eIF4E-eIF4GI(517-606) binding, 2 h; inhibition, % at 21.7 µM; 0.37% of 220,000 active; AID 782;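 active means inhibition above about 30%, limit read from the data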;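 further: 0% = full FRET control wells and 100% = background wells lacking eIF4GI fragment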
# KLK5 inh = kallikrein 5 (human) inhibition. recombinant hK5, fluorogenic AMC substrate cleavage. inhibition, % at 5 µM. 0.59% of 210,000 active;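 active means inhibition of 40% or more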;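 further: 0% = enzyme controls without compound and 100% = no-enzyme blanks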
# Target sequence (Q9Y337 67-293 limits assumed): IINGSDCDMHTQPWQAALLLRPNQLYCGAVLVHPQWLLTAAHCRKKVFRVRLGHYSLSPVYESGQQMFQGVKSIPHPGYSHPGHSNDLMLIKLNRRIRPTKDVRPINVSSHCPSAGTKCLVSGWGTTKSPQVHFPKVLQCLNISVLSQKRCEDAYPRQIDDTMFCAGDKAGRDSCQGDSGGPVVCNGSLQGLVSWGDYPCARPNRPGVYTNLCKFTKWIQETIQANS
# Wee1 degr inh = blocks degradation of human Wee1 kinase; P30291; HeLa Luc-Wee1K328M stability, luciferase luminescence; 100% = proteasome inhibitor MG132 effect; reporter increase, % at 5 µM; 1.2% of 220,000 active; AID 1321;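 active means activation above the mean of all tested compounds plus 3 SD, set per screening run, cut at about 8.8% in these data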;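 further: cells exposed to compound for 20 h before luminescence read; 0% = DMSO alone and 100% = MG132 at 30 µM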
# The depositor's hits bear a star; . = no result given; [ ] = remark or other dose.
SMILES,FXIIa inh 1536,14-3-3 Bad inh,FXIa inh 1536,Mdm2 ligase inh,Rad51 HR inh,p97 ATPase inh,eIF4E 4G PPI,KLK5 inh,Wee1 degr inh
CC(C)C(C(=O)N1CCOCC1)N1C(=O)c2ccccc2C1=O (stereo not drawn),20.4,1.1,7.2,18.2,-6.1,7.0,-3.2,-0.5,-0.7
CCc1nnc(NC(=O)CSc2nc(-c3ccccc3)c(-c3ccccc3)o2)s1,12.6,-15.0[fluorescence artefact?],4.1,1.3,.,5.5,-8.3,-2.2,-1.1
Cc1ccc2c(CN3CCN(Cc4ccc5c(c4)OCO5)CC3)cc(=O)oc2c1C,37.1,0.0,45.7*,-3.1,-3.0,1.6,4.6,-4.8,-2.0
O=C(CN1CCOCC1)Nc1cc([N+](=O)[O-])ccc1Cl,3.7,-1.7,-6.1,-2.0,-5.4,2.0,-1.4,-1.8,-1.0
O=C(Nc1cccc2c1CCCC2)c1ccc(Cl)c([N+](=O)[O-])c1,11.5,-17.7,4.0,-2.4,.,7.6,-4.5[fluorescence artefact?],-1.1,-0.8
O=S(=O)(NC(=NCc1ccccc1)c1ccc(F)cc1)c1ccc(Cl)cc1,12.2,0.4,-0.2,-12.4,-7.3,-1.9,3.0,1.4,3.2
CCOC(=O)CSc1nnc(CNC(=O)c2cccs2)n1-c1ccccc1,4.6,-14.0,-9.0,-19.5,.,-0.1,-11.5,-13.5,-1.6
O=c1[nH]c2cc(S(=O)(=O)CCO)ccc2o1,8.7,2.5,0.7,-10.1,16.6,5.0,3.6,-1.2,1.2
COc1ccccc1C(C#N)N1N=C(C)CC1(C)C (stereo not drawn),1.8,4.9,-2.8,-2.9,5.4,2.4,0.6,-15.6,1.8
Cc1cc(C)c2oc(=O)cc(CN3CCN(Cc4ccc5c(c4)OCO5)CC3)c2c1,8.0,-3.0,5.1,4.7,-15.5,-4.0,7.5,3.5,-0.7
O=C(Nc1nccs1)C1CC2CCC1C2 (stereo not drawn),11.0,66.5,1.8,-7.4,-1.1,-2.9,-8.9,6.6,5.1
O=C(CN1CCC(n2nnc3cc(F)ccc32)CC1)NC1CCCCC1,22.6,9.0,15.8,-10.1,2.3,0.2,-2.1,-14.5,-3.4
COC(=O)c1cc(C(=O)OC)cc(N2C(=O)CC(NNC(=O)c3ccccc3Br)C2=O)c1 (stereo not drawn),4.0,-1.6,-1.8,-13.8,7.1,5.3,2.9,-6.4,-3.6
COc1ccc(C(=O)c2oc3ccc(Br)cc3c2NC(C)=O)cc1,5.8,7.0,-8.0,-14.9,-9.0,2.2,0.5,-25.1,0.2
O=c1[nH][nH]c(-c2ccccc2)c1C=Nc1ccc(Cl)cc1,-1.5,-12.3,-6.3,-12.5,5.4,3.3,-8.3,0.5,-1.1
COc1ccc2oc(C)c(NC(C)=O)c2c1,8.0,-5.9[fluorescence artefact?],-6.1,-4.6,5.3,0.1,2.5[fluorescence artefact?],-13.5,-0.3
CCOC(=O)c1oc2ccccc2c1NC(=O)C1CCCCC1,4.4,1.0,-0.4,-8.2,-2.3,1.9,3.7[fluorescence artefact?],-13.5,-2.1
N/C(COc1ccc(Cl)cc1Cl)=N\O,7.2,-1.5,-5.6,-12.8,2.6,3.0,-0.7,0.5,-0.8
c1csc(-c2nnc(NC3CCCCC3)c3ccccc23)c1,9.3,-1.0[fluorescence artefact?],1.2,-0.3,5.8,3.1,0.7,-1.6,0.0
Nc1cccc(-c2nc3cc(S(=O)(=O)c4ccc5oc(-c6cccc(N)c6)nc5c4)ccc3o2)c1,0.3,87.4*[fluorescence artefact?],1.3,-36.0,1.4,-3.1,-45.9[fluorescence artefact?],-41.8,-2.0
Cc1ccc(C)c(N2CCN(C(=O)C3CCN(S(=O)(=O)c4c(C)noc4C)CC3)CC2)c1,9.2,6.5,5.2,-29.9,-11.4,0.1,-0.7,4.6,0.3
O=C(CSCCS(=O)(=O)c1ccc(Cl)cc1)Nc1ccccc1,3.5,-0.5,-8.3,-6.7,3.1,1.8,1.1,1.3,-2.5
CC(C)N1CCC(N2CCN(Cc3ccc4nsnc4c3)CC2CCO)CC1 (stereo not drawn),5.2,-11.4,-0.6,16.9,.,-0.6,0.7,10.2,4.6
COCCNC(=O)c1ccccc1NC(=O)COc1ccccc1,2.7,7.8,6.9,1.6,-4.3,10.7,1.1,7.0,-0.3
O=C(CSc1ccc(Cl)cc1)Nc1cccc(-c2nc3ccccc3[nH]2)c1,-0.8,24.4[fluorescence artefact?],-9.0,-12.8,-8.2,-2.0,1.5[fluorescence artefact?],-16.8,-1.7
O=C(OCn1nnc2ccccc2c1=O)c1ccc2ccccc2n1,18.6,5.5,1.7,-6.1,-1.0,2.4,1.1,-4.0,-1.3
C=CCN1C(=O)C(Cc2cccc(Cl)c2)S/C1=N/N=C/c1ccco1 (stereo not drawn),15.2,6.0,1.6,3.5,-0.8,0.2,-1.4,-4.1,1.0
Cc1cc(C)n(C)c(=O)c1C#N,6.0,-15.1,-2.0,-1.7,18.1,3.6,6.2,-0.4,-3.5
CC1CCCCC1NC(=O)NC(=O)CCl (stereo not drawn),25.8,23.9[fluorescence artefact?],22.1,11.9,7.7,0.4,6.8,-16.8,-2.9
O=C(NC1CC1)C1=NOC(CNc2ncc(C(F)(F)F)cc2Cl)C1 (stereo not drawn),10.5,8.5,0.9,-6.2,-6.1,-6.3,1.0,-7.8,2.3
CCCCC(=O)Nc1nnc(C2=COCCO2)o1,3.2,-14.2,-4.3,-3.8,2.6,6.1,1.1,-21.2,-2.3
O=C(Nc1ccc2oc(=O)ccc2c1)c1cccnc1,26.4,16.6,17.0,-52.8,-4.5,1.3,1.5,-7.7,5.2
O=C1c2ccccc2NC(c2cccc(Cl)c2)N1N=C1CCCCCC1 (stereo not drawn),15.6,2.0,2.0,3.9,1.4,1.6,-1.2,-26.2,0.1
COc1ccc(NS(=O)(=O)c2cc(NC(=O)c3ccncc3)ccc2N2CCOCC2)cc1,6.5,-0.7[fluorescence artefact?],-1.7,-3.1,.,-2.1,-3.5,-13.1,-0.5
O=[N+]([O-])c1ccccc1S(=O)(=O)NCc1cccnc1,5.0,-13.6,-1.6,-4.9,30.4,4.5,1.4,3.1,0.7
CCOCCCNC(=O)c1ccc(-n2c(=S)[nH]c3ccccc3c2=O)cc1,12.9,-6.4,3.4,-6.6,7.8,-3.3,-1.8,0.4,-1.8
CCOC(=O)c1c(C)[nH]c(C(=O)N/N=C/c2cccc(OC)c2)c1C,0.5,-1.1,-7.3,-5.3,0.8,-2.4,-1.5,-3.7,4.4
O=C(CS(=O)(=O)Cc1ccccc1)Nc1ccccc1Cl,11.2,9.9,7.6,-5.2,.,1.0,-3.7,-9.5,-1.6
COc1ccccc1N1CCN(C(=O)CCc2c[nH]c3ccccc23)CC1,7.0,-2.0,-1.3,-6.9,-0.5,-5.6,0.0,1.0,5.2
CCn1cnc2cc(NCc3nc4ccccc4n3C)ccc21,9.4,-0.1,0.3,-30.2,-7.7,-7.7,1.9,4.3,1.8
Cc1onc(-c2ccccc2Cl)c1C(=O)Nc1ccc(OCC(=O)N2CCOCC2)cc1,10.8,1.5,0.3,0.7,-1.9,-2.8,-2.7,-12.7,-2.1
COc1cccc(/C=N/NC(=O)c2cc3c(OC)cccc3[nH]2)c1O,1.3,-4.3,4.9,-1.2,0.7,4.9,-0.2[fluorescence artefact?],-19.4,2.8
COC(=O)CCN(C(=O)c1ccc2c(c1)OCO2)c1ccccn1,13.2,-1.6,4.0,-4.9,-2.4,-1.4,-6.1,3.3,-0.9
Cc1ccc(NC(=O)Cn2c(O)c(N=NC(=O)c3cc4ccccc4cc3O)c3ccccc32)cc1,7.7,82.2*[fluorescence artefact?],-4.0,-13.6,4.4,2.5,28.3[fluorescence artefact?],-1.8,-0.7
COC(=O)CP(=O)(c1ccccc1)c1ccccc1,6.0,5.1,0.6,-1.9,-3.0,0.5,3.2,-15.5,-0.4
CCOc1c(Br)cc(C2NS(=O)(=O)N=C3CCCCCN32)cc1OC (stereo not drawn),13.3,3.5,4.6,19.3,0.4,0.8,0.7,5.6,-2.2
Cc1ccccc1Nc1nc(Nc2ccccc2C)nc(SC2=NCCS2)n1,18.5,-10.8,1.6,.,3.8,-4.5,-10.1,8.6,-2.0
C=CCNC(=O)/C(=C/c1ccco1)NC(=O)c1ccc(Br)o1,4.0,-14.5,0.7,0.7,-7.3,2.4,-0.5,-14.1,-3.2

# Bioassay records deposited in PubChem BioAssay by several laboratories.
